MT1-MMP act inh = blockers of MT1-MMP proenzyme processing, primary screen, HT1080 RFP-PRO-GFP cells, GFP/RFP fluorescence | GFP/RFP ratio fluorescence, overnight; percent of plate control window, DMSO zero | GFP/RFP ratio change, % at 20 µM | 0.061% of 360,000 active | Matrix metalloproteinase-14 (Homo sapiens), P50281;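 active = GFP/RFP ratio change of at least 30% with cell ATP level not reduced by more than half and red fluorescence within 50% of control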; also: strong numbers were not always called active
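Read-out: GFP/RFP fluorescence ratio; Test system: RFP-PRO-GFP reporter HT1080 cells; Compound dosing: single-point 20 µM compound, 1% DMSO; Times: overnight compound exposure at 37 °C.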
bovine MsrA act = bovine MsrA enzyme activators, primary screen, biochemical, absorbance, HTS; Methionine sulfoxide reductase A (Bos taurus); purified bovine MsrA, absorbance read-out; activation, % at 10.6 µM; 0.3% of 360,000 active; in the data active = activation above about 7.5%;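 also: 0% = vehicle and 100% = reference activator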
CSN inh = inhibitors of CSN-mediated cullin deneddylation, primary screen, biochemical, fluorescence polarization, uHTS; COP9 signalosome complex subunit 5 (Homo sapiens), Q92905; Purified CSN, SCF-Nedd8-OG deneddylation; inhibition, % at 12.5 µM; 0.38% of 360,000 active; AID 651999, 2013;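 active = pattern-corrected inhibition above about 35%, with an unprinted fluorescence ratio check between 0.5 and 1.5, limit read from the data, passing the limit was not always enough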;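 also: 0% = enzyme with substrate and 100% = substrate without enzyme; some results filed as inactive read as strong as hits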
Target sequence (Q92905 whole entry, looked up, one chain of several): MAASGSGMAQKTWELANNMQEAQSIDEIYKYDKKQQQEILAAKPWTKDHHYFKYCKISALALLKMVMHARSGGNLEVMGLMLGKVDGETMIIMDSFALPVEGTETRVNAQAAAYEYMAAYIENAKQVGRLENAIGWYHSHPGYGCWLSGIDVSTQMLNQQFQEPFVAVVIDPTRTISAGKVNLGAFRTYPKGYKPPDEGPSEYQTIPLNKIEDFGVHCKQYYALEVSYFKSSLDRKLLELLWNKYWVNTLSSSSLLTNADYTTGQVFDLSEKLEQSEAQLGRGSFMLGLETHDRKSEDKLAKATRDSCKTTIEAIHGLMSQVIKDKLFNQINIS
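Assay system: purified human Csn5 enzyme expressed in HEK293T cells; measure: % inhibition; also added: SCFSkp2-Nedd8OG substrate at 10 nM final; technique: fluorescence polarization; times: reaction 90 min, room temperature; medium: Tris buffer pH 7.5, NaCl, DTT, Tween-20, trehalose, ovalbumin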
FAS TE block = FAS thioesterase domain inhibitors, primary screen, biochemical, fluorescence intensity, uHTS. inhibition, % at 15 µM. AID 602261, 2012. Fatty acid synthase (Homo sapiens), P49327. recombinant FAS-TE, OMFH fluorogenic substrate, fluorescence endpoint. 0.67% of 360,000 active;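 active = compounds whose normalised, plate-corrected inhibition of enzyme fluorescence in the single-dose primary screen is 50% or more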;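 also: 0% = DMSO with enzyme and 100% = substrate without enzyme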
Rpn11 inh = Rpn11 (PSMD14) deubiquitinase inhibitors, primary screen, biochemical, fluorescence polarization, uHTS; 26S proteasome non-ATPase regulatory subunit 14 (Homo sapiens), O00487; 0.59% of 360,000 active; AID 588493, 2011; human 26S proteasome, Ub4-pepOG fluorescence polarization; 20S core pre-blocked with epoxomicin; calls only at 20 µM;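 active = inhibition at 20 µM, scaled to each plate's controls, above about 33%, limit read from the data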
eLon inh = inhibitors of E. coli Lon protease, primary screen, biochemical, fluorescence polarization; inhibition, % at 7.94 µM; P0A9M0; AID 602123, 2011; purified E. coli Lon protease; 0.42% of 360,000 active; in the data active = inhibition above about 13%, passing the limit was not always enough;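 also: 0% = enzyme with probe and DMSO and 100% = no enzyme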
Target sequence (P0A9M0 whole entry, looked up): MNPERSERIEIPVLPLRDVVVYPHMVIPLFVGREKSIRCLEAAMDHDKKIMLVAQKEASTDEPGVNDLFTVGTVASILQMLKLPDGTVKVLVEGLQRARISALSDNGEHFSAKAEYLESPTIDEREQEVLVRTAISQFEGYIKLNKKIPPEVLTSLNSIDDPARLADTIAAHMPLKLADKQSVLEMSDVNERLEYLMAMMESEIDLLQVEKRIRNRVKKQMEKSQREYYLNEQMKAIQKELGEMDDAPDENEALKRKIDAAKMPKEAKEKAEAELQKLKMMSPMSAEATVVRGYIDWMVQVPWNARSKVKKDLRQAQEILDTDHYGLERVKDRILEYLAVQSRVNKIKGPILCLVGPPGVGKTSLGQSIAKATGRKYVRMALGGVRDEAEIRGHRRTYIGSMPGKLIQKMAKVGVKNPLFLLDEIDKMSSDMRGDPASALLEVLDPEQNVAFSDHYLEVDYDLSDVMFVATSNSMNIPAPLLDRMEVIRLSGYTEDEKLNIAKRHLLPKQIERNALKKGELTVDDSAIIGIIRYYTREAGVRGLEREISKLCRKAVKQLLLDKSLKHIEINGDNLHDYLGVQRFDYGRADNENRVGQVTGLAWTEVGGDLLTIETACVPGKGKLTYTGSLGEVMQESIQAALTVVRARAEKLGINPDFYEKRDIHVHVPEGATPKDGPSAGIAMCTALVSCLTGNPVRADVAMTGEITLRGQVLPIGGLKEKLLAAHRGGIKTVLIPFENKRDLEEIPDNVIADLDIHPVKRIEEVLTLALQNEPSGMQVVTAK
MLLE-PAM2 inh = inhibitors of PABP1 MLLE–PAM2 peptide binding, primary screen, biochemical, fluorescence polarization, FITC-PAM2, GST-MLLE | Polyadenylate-binding protein 1 (Homo sapiens), P11940 | inhibition, % at 20 µM | 0.36% of 360,000 active | AID 588489, 2011; in the data active = inhibition above about 35%, passing the limit was not always enough;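 also: plate controls were DMSO wells with GST-MLLE for no effect and wells lacking GST-MLLE protein for full effect; some results filed as inactive read as strong as hits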
Rin1-Abl PPI inh = inhibitors of Rin1-Abl protein binding, primary screen, biochemical, TR-FRET; inhibition, % at 7.35 µM; 0.4% of 360,000 active; AID 588664, 2011; Tyrosine-protein kinase ABL1 (Homo sapiens) + Ras and Rab interactor 1 (Homo sapiens), …; in the data active = inhibition above about 5%, passing the limit was not always enough
MsrA inhibitor = bovine MsrA enzyme inhibitors, primary screen, biochemical, absorbance, HTS; 0.75% of 360,000 active; Methionine sulfoxide reductase A (Bos taurus); inhibition, % at 15.5 µM; purified bovine MsrA, absorbance read-out; AID 651718, 2012; in the data active = inhibition above about 4.5%;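 also: 0% = vehicle wells with enzyme and 100% = reference inhibitor wells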
Active calls of the source: *; i = inactive; . = not tested or not shown.

Each structure is followed by: bovine MsrA act	FAS TE block	Rpn11 inh	MT1-MMP act inh	CSN inh	eLon inh	MLLE-PAM2 inh	Rin1-Abl PPI inh	MsrA inhibitor
[1] O=C(O)C(C=C(Cl)Cl)N1CCOCC1 (stereo not given)
    -7	-4	i	0	-1	-4	-6	2	1.9
[2] O=C(NCCc1ccccc1)C1CCN(C(=O)NCc2ccccc2)CC1
    1	-4	i	4	9	-12	-1	3	-1.0
[3] CCOC(=O)c1c(NC(=O)CN2C(=O)NC3(CCCCCC3)C2=O)sc(C)c1-c1ccc(C)cc1
    -4	21	i	-7	-7	4	-5	5	-0.5
[4] CCOC(=O)C1=C(C)NC(=O)NC1c1ccccc1Cl (stereo not given)
    -1	-8	i	3	0	0	5	-1	0.6
[5] Cc1cc([N+](=O)[O-])nn1Cc1noc(C(=O)NCc2ccc3c(c2)OCO3)n1
    -2	-2	i	5	0	3	1	1	2.5
[6] CC(=O)Nc1ccc(S(=O)(=O)N2CCC(NC(=O)C(Cc3ccccc3F)NC(C)=O)CC2)cc1 (stereo not given)
    -2	-1	i	5	0	4	2	3	0.9
[7] C/C(=N\NC(=O)Cn1ccc(C(F)(F)F)n1)c1ccc2c(c1)OCO2
    -2	-1	i	3	8	2	-7	2	0.9
[8] CCOc1c(Br)cc(/C=C2/SC(=O)N(CC(=O)N3CCCC3)C2=O)cc1OC
    -1	1	i	1	-2	-3	-13	-2	1.1
[9] CCCOc1ccc(-c2c(C(=O)N/N=C/C3CCCCC3)nnn2-c2nonc2N)cc1
    -3	1	i	0	2	5	6	3	0.6
[10] O=C(c1ccsc1)N1CCCC(N2CCOCC2)C1 (stereo not given)
    -13	0	i	.	-3	-6	-13	3	-0.3
[11] CC1=C2C3OC(=O)C(C)C3CCC2(C)C=C(Cl)C1=O (stereo not given)
    -5	-3	i	1	-2	2	0	1	1.1
[12] CCn1c(SCC(=O)Nc2ccccc2C)nnc1-c1ccccc1O
    -8	-3	i	-1	0	1	-5	6	-1.1
[13] Cc1ccc(S(=O)(=O)N(CC(=O)Nc2ccccc2C(=O)O)c2cccc(Cl)c2C)cc1
    -2	21	i	2	2	0	2	-4	1.5
[14] O=c1c2ccccc2nnn1CSc1nc2sc3c(c2c(=O)n1CC1CCCO1)CCC3 (stereo not given)
    -3	30	i	-6	1	-5	-18	1	-0.4
[15] O=C(CSc1ccc(-c2ccccc2)nn1)N1CCCc2ccccc21
    -6	10	i	0	2	-1	6	-3	2.0
[16] Cc1ccc(S(=O)(=O)NCC(=O)N(CC(=O)NCc2ccco2)Cc2cccs2)cc1
    -3	-5	i	1	0	-10	-5	2	-0.7
[17] Cc1ccc(S(=O)(=O)N2CCOCC2)cc1C(=O)NNC(=O)c1ccoc1C
    0	1	i	10	-2	-5	-2	-2	-0.5
[18] C[C@H]1CN([C@@H](C)CO)C(=O)CCCn2nncc2CO[C@@H]1CN(C)Cc1ccc(C(F)(F)F)cc1
    0	-5	i	-3	0	4	-3	-1	-0.5
[19] O=C(COC(=O)c1ccc(O)cc1)Nc1ccc2c(c1)OCCO2
    -9	-3	i	6	-2	-4	0	2	0.6
[20] COc1cccc(OC)c1NC(=O)C1CCCN1C(=O)Nc1ccccc1Cl (stereo not given)
    0	-2	i	-1	1	2	-3	1	0.8
[21] Cc1c(-c2ccccc2Br)nc2ccccc2c1C(=O)O
    -1	-5	i	-2	1	2	15	1	-0.3
[22] CC(C)N1CC2(CC(c3ccccc3F)=NO2)CN1C(=O)c1ccco1 (stereo not given)
    -2	-10	i	4	0	-3	1	-2	-0.5
[23] O=S1(=O)C[C@@H](N2CCOCC2)[C@H](N2CCOCC2)C1
    -4	-11	i	-2	-1	-7	-4	0	-0.3
[24] O=C(NCc1ccc(Cl)cc1)c1ccc(CNc2c(N3CCOCC3)c(=O)c2=O)cc1
    -4	0	i	4	-3	-6	-8	-4	-0.2
[25] CN(C/C(O)=C(\C#N)c1ccccc1)C1CCCCC1
    -4	-10	i	3	-1	2	3	-1	0.4
[26] COc1ccccc1OCC(=O)Nc1nc(C)c(C)s1
    -2	-3	i	-4	3	9	12	1	-1.0
[27] Cc1nc2sc3c(c2c(=O)o1)CCCC3
    -4	-2	i	-2	6	11	35	-2	0.9
[28] CC1(C)N=C(N)N=C(N)N1c1ccc(OCC(=O)N2CCOCC2)cc1
    0	-6	i	3	-1	-9	21	-2	-0.5
[29] CCN(CC)c1ccc2c(C)cc(=O)oc2c1
    -11	-2	i	1	0	4	-7	-4	2.2
[30] CCN(C1CCS(=O)(=O)C1)S(=O)(=O)c1cccs1 (stereo not given)
    -11	-9	i	4	-1	1	-9	2	0.3
[31] Cc1cc(OC(=O)c2cc(C(F)(F)F)cc(C(F)(F)F)c2)c([N+](=O)[O-])c(=O)[nH]1
    -2	-6	i	0	2	-3	-11	1	-0.4
[32] Cn1c(C(=O)NC2CCCC2)cc2c(=O)n(C)c3ccccc3c21
    -5	-2	i	6	-6	-3	5	1	0.4
[33] Cc1cccc(OCC(=O)N(C)CC(=O)Nc2cccc(F)c2)c1C
    -3	0	i	0	1	1	7	-1	-0.2
[34] Cc1ccc2c(ccc[n+]2CC(=O)c2ccccc2)c1
    -13	-16	i	-1	2	-2	9	0	1.1
[35] NS(=O)(=O)c1ccc(N2N=C(c3ccccc3)CC2c2ccccc2Br)cc1 (stereo not given)
    -3	21	i	0	3	0	4	-1	2.6
[36] COc1ccc(C(=O)NCCCc2nc3ccccc3n2Cc2ccccc2C)cc1OC
    -2	3	i	-3	-9	-6	5	1	-0.9
[37] CCCCCCc1cc2cc(S(=O)(=O)c3ccc(Cl)cc3)c(=O)oc2cc1O
    -2	2	i	-5	-4	-7	-12	0	-1.2
[38] COc1ccc(CCC(=O)NCc2cnn(C)c2)cc1
    -4	-5	i	3	1	0	2	-1	2.1
[39] O=C(NCC1CCCC(CNC(=O)N2CCc3ccccc32)C1)N1CCc2ccccc21 (stereo not given)
    -3	13	i	3	2	3	-2	-1	-0.6
[40] CCCCC(=O)N(C)c1c(C)nc2ccc(C(=O)N3CCN(C(C)=O)CC3)cn12
    -2	-9	i	1	-4	-2	7	-7	-0.9
[41] Cn1c(=O)n(C)c2cc(NC(=O)c3ccccc3)ccc21
    0	-14	i	6	1	4	-12	-5	-0.9
[42] CCc1ccc(NC(=O)[C@H](Cc2c[nH]c3ccccc23)NC(=O)[C@@H]2Cc3ccccc3CN2)cc1
    -1	12	i	-4	4	2	5	-1	-1.1
[43] Cc1c(C2(O)CCCCC2)[nH]c2cnccc12
    0	-13	i	5	-1	-3	-20	0	1.1
[44] CC(=O)n1nc2nc(C)cc(C)c2c1N
    -1	-8	i	-3	-1	1	2	0	.
[45] Brc1cc2[nH]cnc2c2ccccc12
    3	-15	i	-4	1	-3	12	-112	1.1
[46] C=CCN1CCN(C(=O)c2c(-c3ccccc3)noc2C)CC1
    -4	-2	i	-2	-1	-1	-1	4	-0.1
[47] COC(=O)Nc1ccc(S(=O)(=O)N2CCCc3ccccc32)cc1
    -4	9	i	-5	2	-5	-12	-2	0.6
[48] COc1ccc(NS(=O)(=O)c2ccc3oc(SCC(N)=O)nc3c2)cc1
    -1	-1	i	3	4	-6	-108	-2	-0.5
[49] COc1ccc2nc(/N=C\N(C)C)sc2c1
    -2	-7	i	5	1	-13	-7	2	-0.1
[50] OCC1(Cc2ccc(Cl)cc2)CCN(Cc2ccc3nsnc3c2)CC1
    -4	2	i	3	0	-5	-10	-2	0.7
[51] N#CCN1CCN(CC(=O)Nc2ccc(OCc3ccccc3)cc2)CC1
    -2	-4	i	-6	0	7	2	3	0.8
[52] Cc1cc(C(=O)CN2C(=O)NC3(CCCC3)C2=O)c(C)n1-c1ccc2c(c1)OCO2
    2	3	i	-1	1	-4	5	0	0.3
[53] Cc1ccc(C)c(OCC(=O)Nn2c(C)nc3ccccc3c2=O)c1
    3	-1	i	8	-2	5	-2	3	-0.7
[54] CCCCCSc1nnc(-c2ccccc2NC(C)=O)c(=O)[nH]1
    -1	-3	i	-5	5	4	12	-2	-0.4
[55] CCCOc1ccc(CSCCNC(=S)Nc2ccccc2)cc1
    0	23	i	4	-4	0	-43	1	-0.7
[56] CCOC(=O)CCC(=O)Nc1ccc(S(=O)(=O)N2CCC(C)CC2)cc1
    -4	0	i	6	2	0	4	-6	-1.3
[57] Cc1ccccc1NC(=O)CCCN1C(=O)C2CC=CCC2C1=O (stereo not given)
    -5	-2	i	6	-3	0	16	2	-0.4
[58] COc1cc2nc(N3CCN(C(=O)c4ccco4)CC3)nc(N)c2cc1OC
    -1	-5	i	2	0	9	1	1	-0.8
[59] O=S(=O)(c1ccc(-n2cnnn2)cc1)N(C1CCCCC1)C1CCCCC1
    2	27	i	3	-1	8	2	1	-0.3
[60] O=C(CCNC(=O)c1ccc([N+](=O)[O-])cc1)NCCc1ccc(Cl)cc1
    -3	62*	i	-3	3	-5	-15	1	-1.5

3 compounds from above, ordered by their value in bovine MsrA act, descending.
nr | compound | bovine MsrA act
53 | Cc1ccc(C)c(OCC(=O)Nn2c(C)nc3ccccc3c2=O)c1 | 3
43 | Cc1c(C2(O)CCCCC2)[nH]c2cnccc12 | 0
47 | COC(=O)Nc1ccc(S(=O)(=O)N2CCCc3ccccc32)cc1 | -4

Quoted from the listing:
Under FAS TE block, compound 43 is entered as -13
Under bovine MsrA act, compound 50 is entered as -4

Going on with the list:
Each structure is followed by: bovine MsrA act	FAS TE block	Rpn11 inh	MT1-MMP act inh	CSN inh	eLon inh	MLLE-PAM2 inh	Rin1-Abl PPI inh	MsrA inhibitor
[61] COc1ccc(OC)c(NC(=O)CN2C(=O)COc3ccc(C)cc32)c1
    0	2	i	0	-5	-5	13	3	0.1
[62] CCOC(=O)C1CCCN(C(=O)c2cnn3c(C(F)(F)F)cc(-c4ccccc4)nc23)C1 (stereo not given)
    -2	3	i	1	1	-11	0	-4	5.3*
[63] Cc1ccnc(NC(=O)CNC(=O)c2ccc3c(c2)OCO3)c1
    -9	-3	i	-1	3	-5	7	4	-0.4
[64] CCn1c(SCc2ccc(C#N)cc2)nnc1-c1ccc(S(=O)(=O)N2CCCCC2)cc1
    -1	11	i	-3	-3	-4	-110	3	-0.6
[65] Cc1ccc(C)c(NS(=O)(=O)c2ccc3[nH]c(=O)[nH]c3c2)c1
    -2	-4	i	2	-2	1	-4	-4	-0.9
[66] CC(C)CN(C(=O)COC(=O)C12CC3CC(CC(C3)C1)C2)c1c(N)n(Cc2ccccc2)c(=O)[nH]c1=O
    -4	5	i	-51	0	-6	-7	1	-0.2
[67] O=C(Cn1cnc2ccccc21)N/N=C/c1ccccn1
    -4	-7	i	2	1	14	9	-3	0.2
[68] COC(=O)[C@H]1C[C@H](OC(=O)NCC2CCCCC2)[C@@]2(O)CN(S(=O)(=O)c3ccc(C)cc3)CC2[C@H]1C(=O)OC (stereo not given in full)
    -8	3	i	1	-2	-5	-5	-7	-0.1
[69] CCOc1ccc(-c2nnn(CC(=O)Nc3ccccc3OC)n2)cc1OCC
    -1	0	i	2	-2	-2	12	1	0.3

Bioassay records from PubChem BioAssay.
